# PAFAH1B3 FP inh: inhibitors of human PAFAH1B3; inhibition, % at 3.39 µM; 0.28% of 340,000 active; recombinant PAFAH1B3, FP-rhodamine probe, fluorescence polarization;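 active means inhibition above the screen-wide average of all tested compounds plus 3 SD, cut at about 25% in these data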;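 further: 0% = enzyme with DMSO only and 100% = wells lacking PAFAH1B3 protein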
# Target sequence (Q15102 whole entry, looked up): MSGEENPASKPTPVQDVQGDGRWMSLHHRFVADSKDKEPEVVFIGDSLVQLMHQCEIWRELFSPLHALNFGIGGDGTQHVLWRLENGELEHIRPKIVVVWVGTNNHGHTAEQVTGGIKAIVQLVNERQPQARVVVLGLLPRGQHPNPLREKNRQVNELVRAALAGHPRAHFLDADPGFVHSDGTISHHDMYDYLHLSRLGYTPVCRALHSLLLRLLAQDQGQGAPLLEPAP
# PAD4 FP inh: inhibitors of human PAD4; recombinant PAD4, RCA probe fluorescence polarization; inhibition, % at 6.36 µM; 0.41% of 330,000 active; AID 485272;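 active means percent inhibition above a cutoff equal to the mean of all tested compounds plus 3 SD, cut at about 15% in these data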;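 further: 0% = PAD4 with RCA probe and DMSO and 100% = probe without PAD4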
# PREPL inhibitor: inhibits the human prolyl oligopeptidase-like enzyme; Q4J6C6; recombinant PREPL, fluorescence polarization activity-based probe; inhibition, % at 5.96 µM; 0.68% of 320,000 active; AID 2751; in the data active means inhibition above about 43%;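 further: 0% = enzyme with DMSO and 100% = wells lacking enzyme; many of its hits are not listed in these tables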
# PAFAH2 FP inh: PAFAH2 (human) inhibition; recombinant PAFAH2, FP-rhodamine activity probe, fluorescence polarization; inhibition, % at 3.39 µM; 0.99% of 340,000 active; AID 492956; Q99487;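 active means inhibition above the mean over all tested compounds plus 3 SD, cut at about 30% in these data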;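 further: inhibitors block probe labeling of enzyme so polarization drops; 0% = enzyme with DMSO and 100% = wells lacking PAFAH2 protein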
# pPAFAH inh: pPAFAH (human) enzyme inhibition. recombinant pPAFAH, FP-rhodamine probe fluorescence polarization. Q13093. inhibition, % at 3.39 µM. 1.5% of 330,000 active;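 active means inhibition above the mean inhibition across the screen plus 3 SD, cut at about 25% in these data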;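 further: inhibitors block binding of the rhodamine activity-based probe so polarization drops; 0% = enzyme with DMSO and 100% = wells lacking pPAFAH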
# Target sequence (Q13093 whole entry, looked up): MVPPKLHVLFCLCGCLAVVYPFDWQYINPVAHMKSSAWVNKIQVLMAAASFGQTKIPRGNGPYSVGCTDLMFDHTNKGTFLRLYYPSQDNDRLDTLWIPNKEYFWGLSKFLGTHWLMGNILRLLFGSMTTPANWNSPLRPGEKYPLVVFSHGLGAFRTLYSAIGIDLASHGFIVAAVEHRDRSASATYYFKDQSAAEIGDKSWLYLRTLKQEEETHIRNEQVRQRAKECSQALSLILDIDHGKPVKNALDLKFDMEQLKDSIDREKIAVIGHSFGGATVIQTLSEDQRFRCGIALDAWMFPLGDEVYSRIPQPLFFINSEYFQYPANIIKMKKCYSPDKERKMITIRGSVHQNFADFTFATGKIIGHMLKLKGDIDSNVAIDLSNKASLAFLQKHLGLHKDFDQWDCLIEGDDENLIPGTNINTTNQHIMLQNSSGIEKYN
# LYPLA1 inh: blocks human lysophospholipase 1, a PME1 counter-screen; 0.16% of 320,000 active; inhibition, % at 5.9 µM; recombinant LYPLA1, FP-Rh probe fluorescence polarization; O75608; AID 2174;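 active means inhibition above the mean of all tested compounds plus 3 SD, set per campaign, cut at about 14% in these data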;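 further: inhibitors block serine hydrolase probe labeling of LYPLA1 so polarization falls; 0% = enzyme with DMSO and 100% = wells lacking LYPLA1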
# LYPLA2 counter: blocks human lysophospholipase 2, a PME1 counter-screen; inhibition, % at 5.9 µM; recombinant LYPLA2, FP-Rh probe fluorescence polarization; 0.38% of 320,000 active;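 active means inhibition above the screen-wide mean plus 3 SD, limit set per campaign, cut at about 26% in these data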;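 further: 0% = LYPLA2 with DMSO and 100% = wells lacking LYPLA2 enzyme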
# GSTO1 inh: counter-screen for RBBP9 inhibitors: inhibitors of human GSTO1 | P78417 | inhibition, % at 5.96 µM | 1.1% of 300,000 active | recombinant GSTO1, activity-based probe fluorescence polarization;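 active means inhibition above the campaign mean inhibition plus 3 SD, cut at about 35% in these data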;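 further: 0% = GSTO1-1 with DMSO and 100% = wells lacking GSTO1-1 enzyme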
# PAFAH1B2 FP inh: PAFAH1B2 (human) inhibition; recombinant PAFAH1B2, FP-rhodamine activity probe, fluorescence polarization; 1.2% of 340,000 active; inhibition, % at 3.39 µM; P68402; AID 492953;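 active means inhibition above the mean of all tested compounds plus 3 SD, cut at about 24% in these data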;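 further: 0% = enzyme with DMSO and 100% = wells lacking PAFAH1B2; many of its hits are not listed in these tables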
# Target sequence (P68402 whole entry, looked up): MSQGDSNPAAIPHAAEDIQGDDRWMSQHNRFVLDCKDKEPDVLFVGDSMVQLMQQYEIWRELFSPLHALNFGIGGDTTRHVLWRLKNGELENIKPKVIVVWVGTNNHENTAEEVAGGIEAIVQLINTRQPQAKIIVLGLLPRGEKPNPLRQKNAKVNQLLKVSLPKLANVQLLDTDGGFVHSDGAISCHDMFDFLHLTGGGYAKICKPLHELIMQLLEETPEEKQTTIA
# * marks the source's active call; other numbers are inactive results; . = not tested or not shown. Some of the compounds tested, so the mix of outcomes need not match the whole.
SMILES,PAFAH1B3 FP inh,PAD4 FP inh,PREPL inhibitor,PAFAH2 FP inh,pPAFAH inh,LYPLA1 inh,LYPLA2 counter,GSTO1 inh,PAFAH1B2 FP inh
C/C(=N/NC(=O)c1ccc2c(c1)OCO2)c1ccc(NC(=O)C(F)(F)F)cc1,-1,0,8,-2,7,4,6,-2,-6
COC(=O)Cc1cc(=O)oc2c(C)c(O)ccc12,2,5,10,0,-1,1,-1,0,4
Cc1cc2cc(CN(Cc3nnnn3C3CCCCC3)CC3CCCO3)c(=O)[nH]c2cc1C (configuration not stated),5,-2,7,10,4,-1,3,-3,2
CCOc1cc(/C=N/NC(=O)Cn2nc([N+](=O)[O-])cc2C)cc(Br)c1OCc1ccccc1C,-13,-2,-2,-15,0,-9,-10,0,-8
CCCOc1ccc(CNC(=S)NCc2ccc(OC(C)C)cc2)cc1,15,2,10,-4,0,-2,4,0,14
O=C(NC(Cc1ccccc1)C(=O)O)/C(=C\c1ccc(F)cc1)NC(=O)c1ccco1 (configuration not stated),6,-6,-9,8,6,1,-1,5,6
COCC1CCCCN1Cc1cn[nH]c1-c1ccc2cc(OC)ccc2c1 (configuration not stated),4,5,32,-4,-3,-1,-1,3,0
O=C(Cc1ccccc1)N[C@@H]1c2ccccc2CC[C@@H]1OCc1ccccc1,9,6,.,3,5,.,.,.,7
COc1cc2c(cc1OC)CN(S(=O)(=O)c1ccccc1F)CC2,6,-4,-11,5,3,-1,-3,1,3
O=C(NCCOc1ccc(Cl)cc1)c1ccc2c(c1)OCCO2,-3,-6,-25,1,6,-3,3,.,10
Cc1cc(N2C(=O)CC(Cc3ccccc3)C2=O)no1 (configuration not stated),5,3,-9,-7,3,-4,-1,4,5
COCCn1cnc2c(c1=O)c1nc3ccccc3nc1n2/N=C/c1ccc(OC)c(OC)c1,9,2,5,4,4,-7,-11,-17,6
COc1cc2ccccc2cc1C(=O)OCC(=O)N(C)c1c(N)n(Cc2ccccc2)c(=O)[nH]c1=O,9,-1,-4,-1,3,4,4,8,3
CCc1noc(C)c1C(=O)Nc1sc(C(=O)N(C)C)c(C)c1C(=O)OC,7,-1,-17,-4,-3,3,2,-3,5
COCCOC(=O)c1c(C)oc2cc(Br)c(OCC(N)=O)cc12,2,-1,-3,8,4,0,3,4,2

# Some values from the entries so far:
# PAFAH1B2 FP inh, O=C(Cc1ccccc1)N[C@@H]1c2ccccc2CC[C@@H]1OCc1ccccc1 reads 7
# pPAFAH inh, Cc1cc2cc(CN(Cc3nnnn3C3CCCCC3)CC3CCCO3)c(=O)[nH]c2cc1C (configuration not stated) reads 4
# PAFAH1B3 FP inh, COCCn1cnc2c(c1=O)c1nc3ccccc3nc1n2/N=C/c1ccc(OC)c(OC)c1 reads 9
# GSTO1 inh, COCC1CCCCN1Cc1cn[nH]c1-c1ccc2cc(OC)ccc2c1 (configuration not stated) reads 3

# Later entries
SMILES,PAFAH1B3 FP inh,PAD4 FP inh,PREPL inhibitor,PAFAH2 FP inh,pPAFAH inh,LYPLA1 inh,LYPLA2 counter,GSTO1 inh,PAFAH1B2 FP inh
CN(C(=O)COC(=O)c1ccccc1SCC(=O)N1CCCC1)C1CCS(=O)(=O)C1 (configuration not stated),2,2,1,-3,1,2,5,-2,1
Cc1noc(C)c1C(=O)N(CC(=O)Nc1ccc(Cl)c(C(F)(F)F)c1)Cc1ccco1,3,1,15,0,5,-7,-6,.,3
CC(=O)c1sc(NC(=O)C(C)(C)C)nc1C,5,-1,-3,-2,-4,2,4,-2,1
Cc1cccc(NC(=S)NCCc2ccc3c(c2)OCCO3)c1C,10,-2,-5,2,5,1,4,1,4
Cc1ccc2nc(CSc3nnc4ccccn34)cc(=O)n2c1,6,-8,4,0,4,1,-4,-3,1
CCOC(=O)c1c(C)[nH]c(C(=O)CSc2nnnn2-c2ccc(C)cc2)c1C,4,-4,9,-5,-1,-4,2,0,-3
Cc1cccc2cc(CN(Cc3cccnc3)C(=O)c3cccs3)c3nnnn3c12,.,-2,0,.,4,-4,2,7,.
CC12CN3CC(C)(CN(C1)C3c1c[nH]c3ccccc13)C2=O (configuration not stated),7,-1,-3,-6,6,-1,-5,1,4
N#CC1(N2CCN(C(=O)c3ccccc3)CC2)CCCCC1,9,1,-5,-1,2,-5,-3,-8,-2
O=C(CN1CC(=O)Oc2ccccc21)OCC(=O)c1ccc(Br)cc1,7,-4,-1,3,0,4,-11,27,19
CCCCn1c(SCC2CCCO2)nc2cc(S(N)(=O)=O)ccc21 (configuration not stated),3,-4,-3,-3,1,1,1,6,0
CCCCNC(c1ccccc1)c1ccncc1 (configuration not stated),6,-5,-2,-6,-1,-1,8,-2,6
Cc1cc(S(=O)(=O)NCC(c2ccccc2)c2ccccc2)ccc1-n1cnnn1,-3,1,-10,4,1,6,11,2,7
CNC(=O)COC(=O)c1ccccc1NC(=O)c1ccco1,-2,-14,3,3,-8,0,0,-20,6
CCOC(=O)c1c(S(=O)(=O)NCC(=O)Nc2ccccc2OC)c(C)n(C)c1C,0,0,3,0,1,-1,-2,2,0
Cn1cnc([N+](=O)[O-])c1SCCO,3,-2,-5,6,1,4,3,8,4
Cc1ccc(NC(=S)C2=C(O)c3ccccc3N(C)S2(=O)=O)cc1,-3,2,9,-4,-2,-2,7,8,3
CC1(C)CC(=O)C2=C(C1)OC(N)=C(C#N)C21C(=O)N(CN2CCOCC2)c2ccccc21 (configuration not stated),5,-8,5,6,1,-3,-2,5,3
COc1ccc(C(=O)OCC(=O)NCC2CCCO2)cc1S(=O)(=O)N1CCCc2ccccc21 (configuration not stated),-2,-1,-8,34*,10,1,0,-1,6
CCOC(=O)C1(CCCc2ccccc2)CCN(CC(O)CO)CC1 (configuration not stated),1,-2,-32,-3,3,-3,-6,-5,9
COc1ccc(-c2[nH]ncc2CNCC(C)(C)N2CCOCC2)cc1F,0,-3,15,0,2,-1,0,5,1
COc1ccc2c(c1)C(=O)c1ccccc1CO2,7,-1,-4,2,5,-2,7,2,3
O=S(=O)(Nc1ccc(N2CCCCC2)cc1)c1cccc2cccnc12,5,-4,5,3,10,0,2,-1,6
CCN(CC)CCNCc1ccc(-c2ccc(Cl)cc2)o1,1,-1,6,-3,3,-1,0,4,5
Cc1cc(C)cc(Nc2ncc3c(n2)CC(c2ccco2)CC3=O)c1 (configuration not stated),4,0,-39,-17,5,-2,0,-4,2
CC(=O)c1ccc(S(=O)(=O)N2CCCc3ccccc32)cc1,0,3,-2,-2,4,1,0,8,4
COc1ccc(CCN2CC(C(=O)NCCc3ccc(F)cc3)CCC2=O)cc1 (configuration not stated),-2,3,0,4,5,-1,1,6,6
CN=C(Nc1ccccc1OC)SC1CC(=O)N(c2ccc(C(=O)OC)cc2)C1=O (configuration not stated),1,2,0,1,3,6,6,11,-2
N#CCSc1nnc(-c2ccccc2)c(-c2ccccc2)n1,-3,-2,0,0,5,-2,0,-3,7
O=C(CCC(=O)Nc1ccccc1)N/N=C/C=C/c1ccccc1,6,-4,13,-2,1,-1,0,2,0
O=C(NCCO)c1ccccc1O,-1,5,4,-1,-6,1,0,11,6
Cc1nn(-c2ccccc2)c(N)c1C(O)(CSc1nccn1C)C(F)(F)F (configuration not stated),-5,-5,6,3,-9,1,-2,3,-2
O=c1c2cc(Cl)ccc2nc(-c2ccccc2)n1O,6,-3,-10,-2,4,1,-9,2,2
CC1C/C(=N\NC(=S)NCc2ccccc2)CC(C)(C)C1 (configuration not stated),8,2,13,0,-2,0,5,6,16
Cn1c(NCc2cccs2)nc2ccccc21,4,-2,9,-5,-7,3,10,3,6
CCCCCCNCc1cccc(Br)c1,8,-3,4,0,3,1,2,-1,3
COc1ccc(C[C@](C)(N)C(=O)O)cc1OC,6,2,-26,11,-2,2,2,15,1
CSc1ccc(-c2nnn(Cc3ccc(Br)cc3)n2)cc1,5,1,-13,-4,0,-5,-2,-2,2
Cc1ccc(N2C(=O)CN(Cc3ccccc3)C2=S)cc1C,11,-6,-6,7,6,-2,0,-1,4
COC(=O)CNC(=O)C(C)(C)Oc1ccc(Cl)cc1,0,4,19,-3,-2,0,6,7,-3
O=C(CCC1CCN(C(=O)c2cncs2)CC1)Nc1ccccc1,15,-5,-3,2,6,1,10,7,-2
COc1cc(OC)c(NC(=O)c2csc(C)c2)cc1Cl,11,0,4,1,-2,-1,3,-2,4
O=c1[nH]c(CSc2ccccn2)nc2ccccc12,2,0,11,5,1,-3,1,7,-1
O=C(COC(=O)c1cc([N+](=O)[O-])ccc1NCc1ccccc1)NC1CCCc2ccccc21 (configuration not stated),-5,-1,1,-3,7,-4,-3,3,7
O=[N+]([O-])c1ccc(-c2nc(C(Cl)Cl)c3ccccc3n2)cc1,-1,1,3,-8,-3,-1,-5,-7,-2
CCOC(=O)C(C)n1cnc2c(nnn2Cc2ccc(Cl)cc2)c1=O (configuration not stated),-9,-4,12,3,2,5,-14,0,-1
CCCCNC(=O)COC(=O)c1cc(S(=O)(=O)N2CCCCCC2)ccc1OC,1,-2,-2,4,4,0,1,3,8
Cc1ccc(CN2CCNC2=O)cc1,3,1,-4,-4,4,0,-6,-1,3
O=C(COc1ccc(Br)cc1)N(Cc1cccs1)C1CCS(=O)(=O)C1 (configuration not stated),3,-3,27,0,-3,3,4,5,1
CCCCn1c(=O)[nH]c(=O)c2c(C(=O)OCC)cc(-c3ccc(OC(F)F)cc3)nc21,-6,-6,3,1,4,2,4,3,4
Cc1ccc(-c2nnc3ccc(SCC(=O)N4CCc5ccccc54)nn23)cc1,8,3,-10,5,4,7,2,7,6
O=C(OCC(=O)N1CCOCC1)c1ccc[nH]c1=O,5,0,-15,-3,3,-1,2,-4,3
CN(C(=O)C12CC3CC(CC(C3)C1)C2)C1CCS(=O)(=O)C1 (configuration not stated),6,-1,0,-4,2,-3,2,-1,4
COc1ccc(C(=O)Nc2ccccc2C(=O)N/N=C/c2ccco2)cc1,5,-1,20,-1,-2,-2,-4,-9,4
CC(=O)N1CCc2cc(S(=O)(=O)CCC(=O)N3CCN(c4ccccc4)CC3)ccc21,5,4,3,0,1,4,3,-4,0
CCCCn1nc2cc(C(=O)NCc3ccc(C(F)(F)F)cc3C(F)(F)F)ccc2c1OCC,-4,1,0,1,6,-5,-11,-1,-3
COc1ccc(C)cc1N(CC(=O)NCCSCc1cccc(Cl)c1)S(C)(=O)=O,3,-1,13,5,4,2,0,3,7
Nc1nc(SCc2nnc(SCC(=O)O)n2-c2ccccc2)nc2sc3c(c12)CCCC3,-2,-2,-3,6,13,-2,-6,-2,4
Cc1ccc(C(=O)Oc2cccc(NC(=O)c3ccco3)c2)cc1S(=O)(=O)N1CCC(C)CC1,-16,-5,8,-26,-16,-23,-33,-6,-11
O=C(NC(=S)Nc1ccccc1Br)c1ccc2c(c1)OCO2,9,-1,-3,5,2,-1,2,-1,-3
c1ccc(Oc2nc(-c3cccnc3)nc3ccccc23)cc1,4,-1,4,2,-1,-5,0,3,0
Cc1ccc(NC2CCCN(C(=O)c3cnsn3)C2)cc1C (configuration not stated),3,6,9,4,5,5,6,-2,1
CN(C)C(=O)Nc1ccc(F)cc1F,-1,-6,1,2,0,-4,-1,5,-2

# A draw from above in order of length of the SMILES, descending.
SMILES,PAFAH1B3 FP inh,PAD4 FP inh,PREPL inhibitor,PAFAH2 FP inh,pPAFAH inh,LYPLA1 inh,LYPLA2 counter,GSTO1 inh,PAFAH1B2 FP inh
CCCCn1nc2cc(C(=O)NCc3ccc(C(F)(F)F)cc3C(F)(F)F)ccc2c1OCC,-4,1,0,1,6,-5,-11,-1,-3
CN(C(=O)C12CC3CC(CC(C3)C1)C2)C1CCS(=O)(=O)C1 (configuration not stated),6,-1,0,-4,2,-3,2,-1,4
c1ccc(Oc2nc(-c3cccnc3)nc3ccccc23)cc1,4,-1,4,2,-1,-5,0,3,0
